GLS inhibitor = blocks human kidney-isoform glutaminase activity | O94925 | GLS enzymatic activity, qHTS titration | Potency, µM (top dose mostly 45.5 µM), inactives show at the highest dose activity change, negative = inhibition, most hits filed as inhibitors | 410,000 compounds, 0.21% hits | AID 624170; also: potency is read from the fitted curve at half-maximal effect; % is scaled to controls: 0 for no effect and ±100 for the full control effect
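hKGA in 45 mM KH2PO4 pH 8.2, 0.02% Tween-20 with pin-transferred compounds; 1 mM L-glutamine (stock) plus glutamate oxidase/HRP/Amplex Red coupling added. Fluorescence read initially and after 30 min at RT.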
PI4K2A block = inhibitors of human PI4K2A | 420,000 compounds, 0.13% hits | AID 1346378 | purified PI4K2A, ADP-Glo luminescence, 1 h; active compounds read low | activity change, negative = inhibition, % at 76.9 µM; in the data active = activity change below about -50%; inconclusive = mostly about -30% to -49%;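 also: -100% = wells without enzyme as full effect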
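Compounds are screened against recombinant PI4K2A using PI as substrate and ATP, the latter dispensed at 300 microM. Reactions run one hour at ambient temperature before ADP-Glo detection; full inhibition defined by wells lacking enzyme.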
JMJD2A Tudor = JMJD2A Tudor domain (human) inhibition | O75164 | AlphaScreen JMJD2A-Tudor / H3K4me3 peptide binding | Potency, µM (series often up to 114 µM), for the others: at the highest dose activity change, negative = inhibition, hits mostly inhibitors | 390,000 compounds, 4.4% hits; also: potency is read from the fitted curve at half-maximal effect; % is scaled to controls: 0 for no effect and ±100 for the full control effect; nearly all actives have a fitted effect of over 50% in size
HP1b chromo inh = inhibitors of HP1-beta chromodomain binding to methylated histone tails | AlphaScreen HP1-beta / biotin-H3K9me3 peptide binding | Potency, µM (titrated, usually from 114 µM), for inactives: at the highest dose activity change, negative = inhibition, usual class: inhibitors | 390,000 compounds, 0.56% hits; also: potency is read from the fitted curve at half-maximal effect; nearly all actives have a fitted effect of over 70% in size; inactives centre near 23
Target sequence (P83916 whole entry, looked up): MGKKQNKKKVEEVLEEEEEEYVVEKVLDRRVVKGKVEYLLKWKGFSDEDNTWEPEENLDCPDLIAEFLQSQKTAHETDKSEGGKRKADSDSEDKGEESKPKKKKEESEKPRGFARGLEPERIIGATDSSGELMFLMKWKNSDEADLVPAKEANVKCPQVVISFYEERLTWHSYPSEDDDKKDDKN
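AlphaScreen: HP1-beta (50 nM) preformed 30 min with biotin-H3(1-18)K9me3 peptide (50 nM) in PBS pH 7.4, 0.01% Tween-20. Compound added for 30 min at RT, then streptavidin donor/nickel chelate acceptor beads (10 ug/mL) for 30 min.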
RGS4 inhibitor = blocks human RGS4-accelerated GTP hydrolysis | P49798 | Transcreener GDP fluorescence polarization, RGS4-accelerated GTP hydrolysis | 390,000 compounds, 0.039% hits | Potency, µM (top dose mostly 114 µM), for the others: at the top dose activity change, negative = inhibition, usual class: inhibitors; also: potency is read from the fitted curve at half-maximal effect; % is scaled to controls: 0 for no effect and ±100 for the full control effect; nearly all actives have a fitted effect of over 75% in size; some results filed as inactive show a strong effect at the top dose
Target sequence (P49798 whole entry, looked up): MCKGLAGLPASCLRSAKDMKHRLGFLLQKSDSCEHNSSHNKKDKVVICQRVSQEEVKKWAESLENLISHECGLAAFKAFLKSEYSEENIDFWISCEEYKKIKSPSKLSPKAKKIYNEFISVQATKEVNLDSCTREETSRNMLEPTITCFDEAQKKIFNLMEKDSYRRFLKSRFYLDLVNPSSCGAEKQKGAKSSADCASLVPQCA
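MLSMR compounds (23 nl, pin-transferred) preincubated 10 min at room temperature with a 500nM (2x) first reagent, then RGS4 at 900nM (2x) plus Transcreener GDP mix added; fluorescence polarization (620/688 nm) read before and after 90 min at 30 °C.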
BAZ2B inh = inhibitors of human BAZ2B bromodomain; Q9UIF8; 360,000 compounds, 4.4% hits; Potency, µM (series often up to 114 µM), without a hit: top-dose activity change, negative = inhibition, most hits filed as inhibitors; AlphaScreen BAZ2B-H3K14Ac peptide displacement; also: potency is read from the fitted curve at half-maximal effect; % is scaled to controls: 0 for no effect and ±100 for the full control effect; nearly all actives have a fitted effect of over 60% in size
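Complex of BAZ2B and biotin-H3K14Ac (50 nM apiece) forms over 30 min at RT, then faces library compounds up to 110 uM for another 30 min; AlphaScreen beads added, 20 min dark incubation, luminescence read.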
G9a block = G9a (human) methyltransferase inhibition; Potency, µM (doses to about 102 µM), for inactives: at the top dose activity, negative = inhibition, most hits filed as inhibitors; Q96KQ7; 350,000 compounds, 8.8% hits; G9a H3K9 monomethylation, AlphaScreen, 2 h; AID 504332; also: potency is read from the fitted curve at half-maximal effect; % is scaled to controls: 0 for no effect and ±100 for the full control effect; nearly all actives have a fitted effect of over 75% in size
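Chemiluminescent proximity detection of H3K9 monomethylation, read after 10 min bead incubation in the dark. Reaction: 20 nM G9a, 500 nM biotin-H3K9 peptide, 20 uM SAM cofactor, 2 h, room temperature, following 15 min enzyme-compound preincubation.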
12-LOX inh = inhibitors of human 12S-lipoxygenase ALOX12; AID 1671190; Potency, µM (series often up to 108 µM), for inactives: at the highest dose activity change, negative = inhibition, most hits filed as inhibitors; 580,000 compounds, 1.1% hits; purified 12hLO, xylenol orange hydroperoxide absorbance; P18054; also: potency is read from the fitted curve at half-maximal effect; % is scaled to controls: 0 for no effect and ±100 for the full control effect
Target sequence (P18054 whole entry, looked up): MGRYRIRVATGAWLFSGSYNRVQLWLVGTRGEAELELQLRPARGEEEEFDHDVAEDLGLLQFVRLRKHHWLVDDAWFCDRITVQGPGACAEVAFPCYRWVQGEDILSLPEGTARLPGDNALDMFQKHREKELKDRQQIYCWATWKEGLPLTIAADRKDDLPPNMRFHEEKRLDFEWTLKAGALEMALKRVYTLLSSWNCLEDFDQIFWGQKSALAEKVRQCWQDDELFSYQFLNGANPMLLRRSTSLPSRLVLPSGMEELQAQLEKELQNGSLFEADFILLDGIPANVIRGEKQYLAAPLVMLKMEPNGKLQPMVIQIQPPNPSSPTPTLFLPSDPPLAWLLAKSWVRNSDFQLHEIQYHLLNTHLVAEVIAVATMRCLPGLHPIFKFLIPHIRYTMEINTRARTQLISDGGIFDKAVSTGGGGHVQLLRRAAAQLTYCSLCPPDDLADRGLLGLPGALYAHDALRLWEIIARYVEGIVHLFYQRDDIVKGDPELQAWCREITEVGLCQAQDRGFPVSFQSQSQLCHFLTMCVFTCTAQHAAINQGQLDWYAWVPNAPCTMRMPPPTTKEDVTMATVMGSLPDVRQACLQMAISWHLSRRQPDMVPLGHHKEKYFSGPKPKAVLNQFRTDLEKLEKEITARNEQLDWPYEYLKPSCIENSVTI
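Hydroperoxide product was detected by ferrous iron/xylenol orange as the 573 to 405 nm absorbance ratio. Arachidonic acid at 40 uM (final) was turned over for 30 min at room temperature by 150 nM human 12hLO, pH 7.0 Hepes buffer, after 15 min compound preincubation.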
ERG Ets-DNA blk = blocks human ERG Ets domain binding to DNA; P11308; fluorescence polarization, His-ERG Ets domain / labelled DNA; Potency, µM (highest dose often 76.9 µM), for the others: at the highest dose FP activity, negative = inhibition, hits mostly inhibitors; 370,000 compounds, 0.028% hits; AID 624246; active = well fitted inhibition curve with a large enough effect in the polarisation, with a control signal flat; inconclusive = small, poorly fitted or top-dose-only effect, or effect the other way, or a change in a side signal; inactive = no such curve, though single readings can be large or run the other way; the % refers to the polarisation;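 also: polarization taken with two DNA probes labelled with fluorescein and Texas red; potency is read from the fitted curve at half-maximal effect; % of control where 0% means no effect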
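His-tagged ERG Ets domain (1 uM in the protein solution; 300mM KCl, 50mM Tris-HCl, 1mM EDTA, 1mM DTT, pH 7.5) received compound, then a probe mix of 5 nM fluorescein-DNA and 100nM Texas-615-DNA. Fluorescence polarization was read for both dyes.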
* = called active by the depositor; [ ] = dose if it differs, or a comment. Unless noted, calls follow the shape of the dose curve; as a rule, active = well fitted curve in the direction sought with a large enough effect; inconclusive = small, poorly fitted or top-dose-only effect, or another doubt; inactive = no such curve, though single readings can be large; an effect the other way counts as inactive or inconclusive. A portion of the library. The share of hits here may be higher or lower than overall.

`Cc1ccc(-c2nc(N)n(C(=O)c3ccco3)n2)cc1` gave GLS inhibitor 6%, PI4K2A block 2, JMJD2A Tudor -14%, HP1b chromo inh 24%, RGS4 inhibitor 10%, BAZ2B inh -6%, G9a block 21%[59 µM], 12-LOX inh 5% and ERG Ets-DNA blk -3%.
C=C(NC(C)=O)c1c(F)cccc1F was read as GLS inhibitor -7%, PI4K2A block -1, JMJD2A Tudor -11%, HP1b chromo inh 58%[activator], RGS4 inhibitor 0%, BAZ2B inh 4%, G9a block 4%[2.33 µM], 12-LOX inh -6% and ERG Ets-DNA blk 2%.
Screening CCCSc1cc(=O)n(-c2ccccc2)nc1C(=O)OCC returned GLS inhibitor -1%, PI4K2A block 4, JMJD2A Tudor 8%, HP1b chromo inh 19%, RGS4 inhibitor 2%, BAZ2B inh 7%, G9a block 3%, 12-LOX inh 26% and ERG Ets-DNA blk 3%.
`O=C(NC1CCCC1)C(c1cccs1)N(C(=O)c1ccco1)c1ccc2c(c1)OCCO2` (stereo unspecified) gave GLS inhibitor 13%, PI4K2A block -6, JMJD2A Tudor -10%, HP1b chromo inh 8%, RGS4 inhibitor 0%, BAZ2B inh -32%, G9a block 14%[12.7 µM], 12-LOX inh 5% and ERG Ets-DNA blk 0%.
Screening COC(=O)[C@@]1(Cc2ccccc2)[C@H]2C(=O)N(Cc3ccccc3)C(=O)[C@H]2[C@H]2CN=C(SCC3CC3)N21 returned GLS inhibitor 2%, PI4K2A block 0, JMJD2A Tudor -35%, HP1b chromo inh 34%, RGS4 inhibitor -22%, 12-LOX inh inconclusive and ERG Ets-DNA blk 8%.
Cc1ccc(S(=O)(=O)c2nnn3c2nc(N2CCC(C(N)=O)CC2)c2ccccc23)cc1 was read as GLS inhibitor 11%, PI4K2A block -1, JMJD2A Tudor -6%, HP1b chromo inh 51%[activator], RGS4 inhibitor 3%[56.9 µM], BAZ2B inh -14%, G9a block 15%, 12-LOX inh -15% and ERG Ets-DNA blk 9%.
COc1ccc(NC(=O)CSc2ccc3nnc(-c4cccnc4)n3n2)c(OC)c1 was read as GLS inhibitor -13%, PI4K2A block -1, JMJD2A Tudor -9%, HP1b chromo inh 28%, RGS4 inhibitor -7%, BAZ2B inh inconclusive, G9a block inconclusive, 12-LOX inh 1% and ERG Ets-DNA blk 8%.
`COc1ccc(Cn2c(=O)[nH]c3cc(C(=O)NCc4ccc5c(c4)OCO5)ccc3c2=O)cc1` gave GLS inhibitor 4%, PI4K2A block 2, JMJD2A Tudor -18%, HP1b chromo inh 46%[activator], RGS4 inhibitor 16%, 12-LOX inh inconclusive and ERG Ets-DNA blk -4%.
For CN(C(=O)c1cccc(NC(=O)Cc2ccc([N+](=O)[O-])cc2)c1)C1CCC1 the results were GLS inhibitor 16%, PI4K2A block -3, JMJD2A Tudor -30%, HP1b chromo inh 1%, RGS4 inhibitor -16%, 12-LOX inh 18% and ERG Ets-DNA blk 5%.
O=C(CNC(=O)c1ccccc1)NCCO was read as GLS inhibitor 2%, PI4K2A block 5, JMJD2A Tudor -12%, HP1b chromo inh 5%, RGS4 inhibitor 15%, BAZ2B inh -6%, G9a block 2%, 12-LOX inh 10% and ERG Ets-DNA blk -10%.
Screening COC(=O)CNC(=O)COC(=O)C(Cc1ccccc1)NC(=O)c1ccco1 (stereo unspecified) returned GLS inhibitor 8%, PI4K2A block 1, JMJD2A Tudor -5%, HP1b chromo inh 25%, RGS4 inhibitor -30%, BAZ2B inh 5%, G9a block 36%[activator][59 µM], 12-LOX inh 0% and ERG Ets-DNA blk 0%.
For Cn1c(=O)[nH]c(=O)c2c1nc(NCc1ccccc1)n2CC(O)c1ccccc1 (stereo unspecified) the results were GLS inhibitor 17%, PI4K2A block -2, JMJD2A Tudor -7%, HP1b chromo inh 11%, RGS4 inhibitor 13%, BAZ2B inh 1%, G9a block -1%[59 µM], 12-LOX inh 0% and ERG Ets-DNA blk -3%.
Cc1cnc(C(=O)OCC(=O)NCCc2ccccc2)cn1 was read as GLS inhibitor 1%, PI4K2A block -2, JMJD2A Tudor -19%, HP1b chromo inh -6%, RGS4 inhibitor -16%, BAZ2B inh 5%, G9a block -34%, 12-LOX inh -24% and ERG Ets-DNA blk 8%.
`CCN(C(=O)c1sc(N)c(C#N)c1C)C1CCCCC1` gave GLS inhibitor 6%, PI4K2A block 1, JMJD2A Tudor -4%, HP1b chromo inh 7%, RGS4 inhibitor -11%, BAZ2B inh 1%, G9a block inconclusive, 12-LOX inh inconclusive and ERG Ets-DNA blk -4%.
For Cc1cc(C)cc(NC(=O)CSc2nc3ccccc3nc2N2CCCCC2)c1 the results were GLS inhibitor -5%, PI4K2A block 0, JMJD2A Tudor 36%, HP1b chromo inh 78%[activator], RGS4 inhibitor -1%, BAZ2B inh 16%, 12-LOX inh 0% and ERG Ets-DNA blk 10%.
For COc1cc(/C=C2\SC(=S)N(NS(=O)(=O)c3ccc(C)cc3)C2=O)ccc1O the results were GLS inhibitor 63%[activator], PI4K2A block -7, JMJD2A Tudor -1%[11.4 µM], HP1b chromo inh inconclusive, RGS4 inhibitor 12%[11.4 µM], BAZ2B inh inconclusive, G9a block 25µM*, 12-LOX inh inconclusive and ERG Ets-DNA blk 162%[activator].
For CCN(C(=O)c1cc([N+](=O)[O-])ccc1NCc1cccnc1)c1ccccc1 the results were GLS inhibitor 2%, PI4K2A block -11, JMJD2A Tudor -20%, HP1b chromo inh 24%, RGS4 inhibitor -19%, BAZ2B inh -34%, G9a block 19%, 12-LOX inh inconclusive and ERG Ets-DNA blk -15%.
Screening CC(C)c1nnc(N2C(=O)c3oc4ccccc4c(=O)c3C2c2ccccc2F)s1 (stereo unspecified) returned GLS inhibitor -2%, PI4K2A block -2, JMJD2A Tudor 1%, HP1b chromo inh 34%, RGS4 inhibitor 6%, BAZ2B inh -1%[57.1 µM], G9a block -5%[59 µM], 12-LOX inh inconclusive and ERG Ets-DNA blk 0%.
Screening CCOc1ccc(NC(=S)Nc2cc(C)[nH]n2)cc1 returned GLS inhibitor 12%, PI4K2A block 12, JMJD2A Tudor inconclusive, HP1b chromo inh -14%, RGS4 inhibitor -53%, BAZ2B inh inconclusive, G9a block -136%[59 µM], 12-LOX inh 40µM* and ERG Ets-DNA blk -1%.
CC1=C(C(N)=O)C(c2cccs2)n2nc(-c3cccc(Cl)c3)nc2N1 (stereo unspecified) was read as GLS inhibitor 9%, PI4K2A block 1, JMJD2A Tudor -14%, HP1b chromo inh 7%, RGS4 inhibitor 14%, BAZ2B inh 10%, G9a block 22%[59 µM], 12-LOX inh -7% and ERG Ets-DNA blk 5%.
Screening CC1CN(C(=O)c2cccc(S(=O)(=O)Nc3ccccc3Cl)c2)CC(C)O1 (stereo unspecified) returned GLS inhibitor 14%, PI4K2A block -4, JMJD2A Tudor -15%, HP1b chromo inh 15%, RGS4 inhibitor 24%, BAZ2B inh -4%, G9a block 27%, 12-LOX inh 25% and ERG Ets-DNA blk 16%.
For CN(C(=O)c1ccncc1)c1nnc(-c2ccccn2)s1 the results were GLS inhibitor 3%, PI4K2A block -4, JMJD2A Tudor -28%, HP1b chromo inh 16%, RGS4 inhibitor -3%, BAZ2B inh 56µM*, G9a block -4%[12.7 µM], 12-LOX inh 1% and ERG Ets-DNA blk 0%.
`COC(=O)C1=C(C)N(c2ccc(Br)cc2)C(=O)/C1=C\c1ccco1` gave GLS inhibitor 1%, PI4K2A block -1, JMJD2A Tudor 18µM*, HP1b chromo inh 45µM*, RGS4 inhibitor 0%, BAZ2B inh inconclusive, G9a block -24%[59 µM], 12-LOX inh inconclusive and ERG Ets-DNA blk 10%.
COc1ccc(-c2cn[nH]c2N)c(OC)c1 was read as GLS inhibitor 18%, PI4K2A block 1, JMJD2A Tudor -31%, HP1b chromo inh 18%, RGS4 inhibitor 13%, BAZ2B inh -10%, G9a block 33%[59 µM], 12-LOX inh 30%[activator] and ERG Ets-DNA blk -5%.
Screening COc1cccc2sc(Nc3nc4ccc(NC(C)=O)cc4s3)nc12 returned GLS inhibitor -16%, PI4K2A block -1, JMJD2A Tudor 0%, HP1b chromo inh 66%[activator], RGS4 inhibitor -49%, BAZ2B inh 36%[activator], G9a block 43%[59 µM], 12-LOX inh -4% and ERG Ets-DNA blk 10%.
O=C(COc1ccc(S(=O)(=O)N2CCOCC2)cc1)NCc1ccccn1 was read as GLS inhibitor -7%, PI4K2A block 2, JMJD2A Tudor 1%, HP1b chromo inh 25%, RGS4 inhibitor 6%, BAZ2B inh 2%, G9a block 26%, 12-LOX inh 1% and ERG Ets-DNA blk -4%.
COc1cccc(-c2nc(-c3ccccc3)[nH]c(=O)c2C#N)c1 was read as GLS inhibitor -13%, PI4K2A block -4, JMJD2A Tudor -13%, HP1b chromo inh 39%, RGS4 inhibitor 2%, BAZ2B inh 4%[57.1 µM], G9a block -3%, 12-LOX inh -9% and ERG Ets-DNA blk -12%.

Assay outcomes from PubChem BioAssay.
